Source: PubChem BioAssay
FBW7 activator = human FBW7 E3 ligase activation, primary screen. normalized activity (activation), % at 26.1 µM. AID 1259310. Q969H0. 650,000 compounds, 0.13% hits. AlphaScreen FBW7–phospho-cyclin E peptide binding, activator screen; in the data active = normalized activity above about 1.9%;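 also: purified mutant Fbw7 with reduced substrate affinity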
Target sequence (Q969H0 whole entry, looked up): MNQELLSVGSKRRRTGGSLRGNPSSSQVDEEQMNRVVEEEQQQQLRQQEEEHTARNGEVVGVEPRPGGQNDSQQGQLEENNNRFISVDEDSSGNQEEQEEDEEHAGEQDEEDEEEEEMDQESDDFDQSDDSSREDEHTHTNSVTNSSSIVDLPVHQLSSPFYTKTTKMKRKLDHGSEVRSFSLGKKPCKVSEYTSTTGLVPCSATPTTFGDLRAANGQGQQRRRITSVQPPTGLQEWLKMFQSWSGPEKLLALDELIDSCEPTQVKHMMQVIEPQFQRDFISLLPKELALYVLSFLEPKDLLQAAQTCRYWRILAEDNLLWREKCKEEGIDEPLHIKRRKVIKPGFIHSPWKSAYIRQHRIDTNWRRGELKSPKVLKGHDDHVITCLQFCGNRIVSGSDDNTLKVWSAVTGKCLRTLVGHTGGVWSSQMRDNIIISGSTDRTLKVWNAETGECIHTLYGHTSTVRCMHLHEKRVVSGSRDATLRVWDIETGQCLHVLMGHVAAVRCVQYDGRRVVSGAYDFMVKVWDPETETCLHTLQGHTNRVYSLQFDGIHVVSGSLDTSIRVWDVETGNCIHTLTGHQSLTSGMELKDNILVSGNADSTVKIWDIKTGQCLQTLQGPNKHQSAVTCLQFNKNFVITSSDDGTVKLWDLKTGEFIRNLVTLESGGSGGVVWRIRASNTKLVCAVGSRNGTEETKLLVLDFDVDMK
MITF inh = inhibitors of human MITF | inhibition, % at 2.6 µM | AlphaScreen MITF homodimerization, bead proximity signal | 650,000 compounds, 0.91% hits | O75030; in the data active = inhibition above about 50%;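 also: 0% = vehicle wells with protein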
TEAD-YAP inh = TEAD-YAP interaction inhibition; HEK-TIYL cells, TEAD-Gal4/YAP UAS-luciferase luminescence; inhibition, % at 9.12 µM; 640,000 compounds, 1.4% hits; AID 1259422; in the data active = inhibition above about 32%;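 also: 0% = median of test compound wells and 100% = reference inhibitor wells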
GPR151 ag = activators of human GPR151. PathHunter beta-arrestin GPR151 cells, luminescence. activation, % at 11.2 µM. 650,000 compounds, 1% hits. AID 1508602; in the data active = activation above about 4.9%;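 also: 0% = median of compound wells and 100% = cells with positive control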
* = called active by the depositor; & = joins results of further samples.

compound | FBW7 activator | MITF inh | TEAD-YAP inh | GPR151 ag
O=C(c1ccc2c(c1)OCCO2)C1CCCCC1 | 0.0 | 1 | -7 | 0.3
Cc1cccc(NC(=O)c2c(NC(=O)c3cccs3)sc3c2CCC(C)C3)c1 (stereo not drawn) | -0.1 | -9 | -17 | -1.1
Cc1c(C(=O)Nc2cccc(C(F)(F)F)c2)sc2nc(C)n(C)c(=O)c12 | 0.1 | 17 | -1 | -1.4
COc1cccc(N(CC(=O)O)S(=O)(=O)c2cc(C)ccc2OC)c1 | -0.1 | -3 | 8 | -0.9
N#CC1=C(SCC(=O)Nc2ccccc2)NC(=O)CC1c1cccc2ccccc12 (stereo not drawn) | -0.2 | 2 | -4 | -0.6
CCOc1ccccc1C(=O)Nc1ccccc1C(=O)O | -0.2 | -3 | -10 | -0.6
c1ccc(CNc2nc(NCc3cccnc3)nc3c2ncn3-c2ccccc2)cc1 | -0.1 | 4 | 26 | 0.1
N#CCCn1cc(/C=C2\COc3ccccc3C2=O)c(-c2ccccc2)n1 | 0.0 | 6 | -3 | 1.5
COC(CNC(=O)CCCn1c(=S)[nH]c2ccsc2c1=O)OC | -0.1 | 3 | 4 | 0.9
COc1ccc(-n2c(C)nc3cc(C(=O)NCc4cccnc4)ccc32)cc1 | -0.1 | -10 | -4 | 1.2
O=C(COC(=O)[C@@H]1CCCN1/C=C/C(=O)C(F)(F)F)Nc1ccc([N+](=O)[O-])cc1 | 0.1 | 3 | 1 | -0.3
Cc1ccc(C(c2nnnn2C2CCCC2)N2CCCC2)cc1 (stereo not drawn) | -0.1 | 7 | -4 | -0.7
Brc1cccc(-c2nc(-c3ccccc3)c(-c3ccc(Oc4ccccc4)cc3)[nH]2)c1 | 0.4 | 12 | -10 | 0.0
Cc1c(C(=O)N2CCN(C)CC2)sc2ncn(CC(=O)N3CCN(c4ccccn4)CC3)c(=O)c12 | 0.0 | -3 | 2 | -0.2
N#Cc1ccc(Cl)cc1NC(=O)COc1ncnc2ccc(Br)cc12 | -0.1 | 8 | -1 | 0.1
CCOC(=O)c1c(/N=C/c2ccc3c(c2)OCO3)sc(C)c1C | -0.1 | 17 | 1 | 0.6
Cc1ccc(-n2nnc(-c3nc(-c4ccc(Cl)cc4)no3)c2N)cc1 | 0.0 | 8 | -1 | 0.3
CN(Cc1cccs1)C(=O)CSc1nnnn1C | -0.1 | 0 | 2 | 0.1
CCCCOc1ccc(C(=O)Nc2c3c(nn2-c2cccc(C)c2)CSC3)cc1 | -0.1 | 0 | -7 | -0.6
O=C1c2ccc(Oc3cccc([N+](=O)[O-])c3)cc2C(=O)N1c1ccccc1O | -0.1 | 8 | -20 | 0.7
CCn1cc(CNC(=O)Cn2nnnc2CN2CCC(C)CC2)cn1 | -0.1 | -14 | -6 | -0.9
COc1cc2c(cc1OC)CN(S(=O)(=O)c1ccccc1F)CC2 | -0.2 | 3 | 2 | 4.4
CC1(C)CC(O)CC(C)(C)N1CC(O)COCCOc1ccc(Cl)cc1 (stereo not drawn) | 0.0 | 13 | -3 | 1.3
COc1ccc(CN2CCN(C(=O)CCN3C(=O)C4CC=CCC4C3=O)CC2)c(OC)c1OC (stereo not drawn) | -0.1 | 5 | 11 | 1.1
Cc1ccc(NC(=O)C2C3C=CC4(O3)C2C(=O)N(CCC(C)C)C4C(=O)NC2CCCCC2)cc1 (stereo not drawn) | -0.1 | -1 | 14 | 0.3
CC(C)(C)c1cc(-c2csc(Nc3ccccc3)n2)cc(C(C)(C)C)c1O | 0.0 | 3 | 6 | -0.5
CCOC(=O)/C(C#N)=C/c1cc(C)n(-c2ccc(C(=O)OCC)cc2)c1C | -0.1&-0.1 | 1&-1 | -11&-11 | -0.5&2.0
C#CCNc1c2c(nc3nnnn13)CCCC2 | 0.0 | 4 | 1 | 0.1
O=C(O)c1ccc2nc(N3CCOCC3)sc2c1 | -0.2 | 5 | -70 | -6.4
COc1ccc(Cl)cc1NS(=O)(=O)CCOc1ccccc1 | 0.2 | 8 | 0 | -0.9
O=C(O)c1c[nH]c2ccc(S(=O)(=O)N3CCC(O)CC3)cc2c1=O | 0.0 | 4 | 5 | 0.9
O=[N+]([O-])c1ccccc1N1CCN(S(=O)(=O)c2ccc(Cl)c(Cl)c2)CC1 | -0.5 | -5 | 0 | -0.3
Nc1nc(SCC(=O)N2CCN(c3ccccc3)CC2)n[nH]1 | -0.1 | 16 | 5 | -0.2
CCCNc1cc(-c2cccc(C(C)=O)c2)ncn1 | 0.1 | 6 | 16 | -4.3
CCOC(=O)C1=C(C)NC2=C(C(=O)c3ccccc32)C1c1cccnc1 (stereo not drawn) | -0.1 | -6 | -3 | -0.3
CC(CNC(=O)c1cccc(-n2ncc3cc(Nc4c(Cl)cccc4Cl)ccc32)c1)N1CCOCC1 (stereo not drawn) | 0.0 | -1 | 5 | -0.2
c1coc(Cn2nnnc2CN2CCCC(c3[nH]ncc3-c3ccncc3)C2)c1 (stereo not drawn) | 0.3 | 10 | -1 | -1.2
CC(C)n1cnc2c(NCCCN3CCCC3=O)nc(Nc3ccc(-n4ccnc4)cc3)nc21 | 0.1 | 1 | 44* | 3.3
CC(=O)N(Cc1ccc(C(C)C)cc1)c1ccc2oc(-c3ccccc3)nc2c1 | 0.1 | -2 | -12 | -1.0
CC(=O)OCCn1ccc(=O)[nH]c1=O | -0.1 | -7 | 3 | -1.2
O=C(N/N=C/C=C\c1ccccc1[N+](=O)[O-])c1ccc(=O)[nH]n1 | 0.0 | 3 | 4 | 2.6
O=C(CN1C(=O)CCC1=O)Nc1ccc(O)c(-c2nc3ccccc3s2)c1 | -0.1 | 0 | -11 | -0.5
COc1ccc(OC)c(N(CC(=O)N2CCCC2)S(C)(=O)=O)c1 | -0.1 | 10 | 4 | -0.5
Cc1ccc(Nc2nc(C(=O)N3CCCCC3)cs2)cc1 | 0.0 | 3 | -10 | -0.3
COc1ccc(C2CCN(S(=O)(=O)c3ccc(F)c(Cl)c3)C2)cc1 (stereo not drawn) | 0.4 | 16 | 12 | 0.5
Cc1ccccc1OCC(=O)NNC(=O)C(F)(F)F | 0.1 | -1 | -3 | 5.1*
O=C(O)c1cccc(S(=O)(=O)N2CCN(Cc3ccccc3)CC2)c1 | -0.1 | -2 | -8 | -1.2
COc1cc(S(=O)(=O)N(Cc2ccccc2Cl)C2CCCC2)ccc1-n1cnnn1 | 0.4 | 1 | -12 | -0.3
O=C(O)C12CC3CC(C1)CC(n1ncc(NC4CC4)c(Cl)c1=O)(C3)C2 | 0.1 | 17 | 7 | -2.7
CNC(=O)NC(=O)COC(=O)[C@@H](NS(=O)(=O)c1ccccc1)C(C)C | 0.1 | 3 | 5 | -0.8
CN1CCN(C(=O)c2c(NC(=O)c3cccs3)sc3c2CCC(C(C)(C)C)C3)CC1 (stereo not drawn) | -0.1 | 3 | 3 | 0.3
O=c1oc(-c2cccc(-c3nc4ccc(Br)cc4c(=O)o3)c2)nc2ccc(Br)cc12 | 0.1 | 10 | 12 | -1.6
COc1ccc(C(=O)N2CCC(N3CCC(C)CC3)CC2)cc1 | 0.2 | 28 | 7 | 6.5*
CCOC(=O)CNc1ccc(Cl)cc1C | 0.0 | -9 | 9 | -0.8
COc1ccc(N2CCN(C3CCCN(C(=O)CSC)C3)CC2)cc1 (stereo not drawn) | 0.1 | -1 | -7 | 2.3
Cc1ccc(NC(=O)CN2C(=O)NC(Cc3c[nH]c4ccccc34)C2=O)cc1Cl (stereo not drawn) | 0.0 | -11 | 5 | 0.4
CC(C)(C)c1ccc(C2C(C(=O)c3ccco3)=C(O)C(=O)N2CC2CCCO2)cc1 (stereo not drawn) | 0.8 | 25 | -6 | 0.2
CC(CNc1ccc([N+](=O)[O-])cc1)NC(=O)c1ccccc1Br (stereo not drawn) | 0.0 | 20 | 12 | 1.0
O=c1c2sc(=S)n(Cc3ccco3)c2nc(SCc2ccccc2Cl)n1-c1ccccc1 | 0.3 | -6 | -3 | 3.0
CC(=O)N1CCN(C(=O)Cc2cc(-c3cccs3)on2)CC1 | -0.1 | -2 | -25 | -0.8

Pulled one by one from the list above (7):
compound | FBW7 activator | MITF inh | TEAD-YAP inh | GPR151 ag
O=c1oc(-c2cccc(-c3nc4ccc(Br)cc4c(=O)o3)c2)nc2ccc(Br)cc12 | 0.1 | 10 | 12 | -1.6
CN1CCN(C(=O)c2c(NC(=O)c3cccs3)sc3c2CCC(C(C)(C)C)C3)CC1 (stereo not drawn) | -0.1 | 3 | 3 | 0.3
CC(C)(C)c1ccc(C2C(C(=O)c3ccco3)=C(O)C(=O)N2CC2CCCO2)cc1 (stereo not drawn) | 0.8 | 25 | -6 | 0.2
CCOC(=O)CNc1ccc(Cl)cc1C | 0.0 | -9 | 9 | -0.8
CC(CNc1ccc([N+](=O)[O-])cc1)NC(=O)c1ccccc1Br (stereo not drawn) | 0.0 | 20 | 12 | 1.0
O=c1c2sc(=S)n(Cc3ccco3)c2nc(SCc2ccccc2Cl)n1-c1ccccc1 | 0.3 | -6 | -3 | 3.0
CNC(=O)NC(=O)COC(=O)[C@@H](NS(=O)(=O)c1ccccc1)C(C)C | 0.1 | 3 | 5 | -0.8

Next compounds follow.
compound | FBW7 activator | MITF inh | TEAD-YAP inh | GPR151 ag
NS(=O)(=O)c1ccc(C(=O)OCc2c(F)cccc2Cl)cc1 | 0.0 | 12 | 8 | 1.4
COc1cc([N+](=O)[O-])ccc1NC(=O)c1c(-c2ccccc2Cl)noc1C | 0.2 | 21 | 7 | -0.8
O=C(NCc1cccs1)C1CCN(c2c3c(nc4ncnn24)CCC3)CC1 | 0.4 | 6 | 4 | 2.5
O=c1ccc(-c2ccc3cnc(Nc4ccc(-n5cnc(N6CCOCC6)n5)cc4)nc3c2)c[nH]1 | 0.9 | 60* | -13 | -0.5
O=C(CCN1CCCCC1)N1N=C(c2ccc(Br)cc2)CC1c1ccc(Br)cc1 (stereo not drawn) | 0.0 | 6 | 3 | 0.2
Cc1c(C(=O)N2CCN(c3ccc(F)cc3)CC2)sc2ncn(Cc3cccc(F)c3)c(=O)c12 | -0.1 | -12 | 5 | 0.5
CC(=O)c1ccccc1OCC(O)CN1CCCCCC1 (stereo not drawn) | -0.2 | -7 | -3 | -0.4
CC(C)CCNC(=O)C(=O)NCc1ccc(Cl)cc1 | 0.6 | 2 | -2 | -0.5
CCCCCC(=O)NNC(=O)c1ccc(-c2ccccc2)cc1 | 0.9 | 76* | -5 | -0.5
CCN(CC)CCCNC(=O)c1oc2c(c1C)-c1[nH]ncc1CC2 | -0.1 | 4 | 0 | 0.2
CC(c1ccccc1)N1C(=O)OC(C)(C)C1(C)O (stereo not drawn) | 0.0 | 0 | 4 | -0.2
Cn1c(=O)[nH]c(N2CCOCC2)c(Cc2ccc([N+](=O)[O-])cc2)c1=O | 0.1 | 11 | -7 | 0.8
CCOC(=O)c1ccc(-c2ccc(-c3nc4ccc(S(N)(=O)=O)cc4[nH]3)o2)cc1 | 0.0 | -6 | -14 | -0.1
CCN(C(=O)CCNC(=O)Cn1cnc2ccccc2c1=O)c1cccc(C(F)(F)F)c1 | 0.1 | -3 | 2 | 0.3
Cc1ccc2c(c1)nnn2C1CCN(CC(=O)NCc2ccccc2F)CC1 | -0.1 | 2 | -2 | 0.9
Cc1cc(F)c(F)cc1C(=O)NC1CC1 | 0.6 | 8 | 12 | 0.4
OC(CCl)c1ccc(-n2cncn2)cc1 (stereo not drawn) | -0.1 | 0 | -2 | 0.7
COC(=O)C1OC(n2cnc3c(N)ncnc32)C(O)C1O (stereo not drawn) | 0.0 | -18 | 6 | -0.6
Cc1ncc2c(N3CCCCCC3)nc3ccccc3n12 | 0.6 | 8 | -10 | 2.5
O=C(O)/C=C/c1ccc(OCc2cccc(F)c2)cc1 | 0.2 | 13 | 1 | -2.2
COC(=O)c1ccc(COC(=O)c2ccc(Cl)cc2)cc1 | 0.8 | 4 | -3 | -0.7
c1cc(CNc2nc3nonc3nc2NC2CC2)c2cc[nH]c2c1 | -0.1 | 10 | -1 | 5.5*
COc1cc(N2CCN(Cc3ccccc3)CC2)c([N+](=O)[O-])cc1[N+](=O)[O-] | 0.1 | 12 | 8 | 0.8
Cc1sc(NC(=O)CN2CCCC2)nc1-c1ccc2c(c1)CCN2C(=O)C(C)C | 0.3 | 18 | 11 | -1.0
Cc1ccc(NC(=O)c2sc3ncn(Cc4cccc(F)c4)c(=O)c3c2C)c(Br)c1 | 0.5 | 15 | 2 | 0.4
COc1ccc(/C(O)=C2/C(=O)C(=O)N(Cc3cccnc3)C2c2cccc(Oc3ccccc3)c2)cc1 (stereo not drawn) | 0.2 | 18 | 0 | -0.2
CCOc1ccc(S(=O)(=O)Nc2cc(C)ccc2OC)cc1 | 0.7 | 7 | 53* | 0.7
COc1ccc2oc(=O)c(C(=O)NCc3ccc(C)cc3)cc2c1 | -0.1 | 8 | -5 | 3.7
Nc1nnc(SCC(=O)Nc2cc(C(F)(F)F)cc(C(F)(F)F)c2)s1 | -0.1 | 5 | -5 | 1.5
CCOc1ccc(C2c3cccn3CCN2C(=S)Nc2cc(OC)ccc2OC)cc1 (stereo not drawn) | 0.0 | -2 | -11 | -0.2
